# Assay outcomes deposited in PubChem BioAssay by University of Kansas High Throughput Screening Laboratory.
# mHTT-CaM PPI inh = mutant huntingtin-calmodulin interaction inhibitors – biochemical, AlphaScreen, primary screen. P42858. AlphaScreen His-mHTT/GST-CaM binding, luminescence. inhibition, % at 15 µM. 3.6% of 190,000 active. AID 1671202, 2021;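 also: 0% = both proteins with DMSO and 100% = one protein alone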
# Pf apPOL inh = Pf-apPOL inhibitors, biochemical, fluorescence. Plasmodium falciparum apicoplast DNA polymerase (apPOL). Recombinant Pf-apPOL, molecular beacon fluorescence, 1.5 h. inhibition, % at 10 µM. 0.25% of 210,000 active
# Active calls of the source: *; · = not tested or not shown; & = joins results of further samples. Rule as the data show it: active = inhibition above about 50%; inactive = the rest.
SMILES,mHTT-CaM PPI inh,Pf apPOL inh
CSc1nnc(SCC(=O)N2CCC(C(F)(F)F)CC2)s1,·,-6
O=C(NCC1CCCO1)C1CCN(c2nc3cccnc3s2)CC1 (stereo unspecified),2,1
Cc1ccc(C)c(OCC(=O)NCCN2CCOCC2)c1,1,5
O=[N+]([O-])c1ccc2[nH]c3c(c2c1)CCCC3NC1Cc2ccccc2C1 (stereo unspecified),93*,-2
Clc1ccc(-n2nnnc2-c2cccnc2)c(Cl)c1,·,0
Cc1ccc(NS(=O)(=O)CC23CCC(CC2=O)C3(C)C)c(C)c1 (stereo unspecified),-11,-4
CSc1nn(-c2ccccc2)cc1C(N)=NOC(=O)Nc1cccc(Cl)c1,·,4
Cc1cccc(OCCC(=O)Nc2ccc(F)c(F)c2)c1,-26,-1
CC(=O)Nc1c(C)[nH]n(-c2ccccc2)c1=O,3,-1
Cc1ccc(N2CC(C(=O)Nc3ccc4c(c3)C(=O)N3CCCCC3CCO4)CC2=O)cc1 (stereo unspecified),20,-3
C=CCNC(=O)C(=O)NCc1ccc(Cl)cc1,-9,16
O=C(CCN1CCCC1)c1ccc2ccccc2c1,·,1
CC(C)C1C(=O)N(Cc2cn(CCC3OCCCO3)nn2)CCS(=O)(=O)N1Cc1ccc(-c2ccc(F)cc2)cc1 (stereo unspecified),70*,-1
COC(=O)c1cc(OC)c(OC)cc1NC(=O)c1cnc(N(C)C)nc1C(F)(F)F,·,2
CC(C)CCNC(=O)c1cc2c(s1)N(C)CCC2,4,1
CCN(CC)C(=O)CN(c1cc(C(F)(F)F)ccc1Cl)S(=O)(=O)c1ccccc1,-2,-16
Nc1cc(C2CCN(C(=O)Nc3cccc(Br)c3)CC2)no1,-8,-6
N#CC1=C(N)N(c2ccccc2[N+](=O)[O-])C2=C(C(=O)CCC2)C1c1cccc([N+](=O)[O-])c1 (stereo unspecified),17,-4
O=c1oc2ccc([N+](=O)[O-])cc2cc1-c1csc(Nc2ccccc2F)n1,2,3
COc1cc(/C=C2\C(=O)ON=C2C)cc(Cl)c1OCc1ccccc1F,60*,-5
COc1ccc(-n2c(C34CC5CC(CC(C5)C3)C4)cn3c4c(=O)n(C)c(=O)n(C)c4nc23)cc1,-3,2
CC(C)(C)C1=C(C#N)C(c2cccs2)C(C#N)=C(NC(=O)NC(=O)c2c(F)cccc2Cl)O1 (stereo unspecified),·,3
O=C(COc1ccccc1N1C(=O)C2CCCCC2C1=O)c1ccc(Cl)cc1 (stereo unspecified),8,-5
O=C(c1ccccc1N1C(=O)c2cccc3cccc(c23)C1=O)N1CCOCC1,-14,0
Fc1ccc(Br)cc1C1CC(c2cccc(Br)c2)Nc2ncnn21 (stereo unspecified),28,-1
CCOc1ccccc1C(=O)N1CCCCC1CCN1CCCC1 (stereo unspecified),-9,-10
CCS(=O)(=O)N1CCCC(OCc2nc(CCOC)no2)C1 (stereo unspecified),-9,-4
O=C(CSc1nc2ccccc2o1)N1CCN(c2ncccn2)CC1,-11,-10
CC(C)(C)CC(=O)Nc1c(-c2cccc(F)c2)nc2ccccn12,29,0
Cc1c(Cl)cccc1NC(=O)CN1C(=O)NC2(CCCCC2)C1=O,-2,-3
Cc1nc(N2CCN(C(=O)Nc3ccc(F)cc3F)CC2)cc(-n2cccn2)n1,-6,-1
O=C(O)c1cc(Sc2ccc(F)cc2)nc2ccccc12,5,-9
COc1ccc(C2C(=C(O)c3ccc(C)cc3)C(=O)C(=O)N2CCCn2ccnc2)cc1 (stereo unspecified),-6,-14
Cc1ccc(F)c(N2CCN(C(=O)c3ccccc3Cl)C(C)C2=O)c1 (stereo unspecified),-7,0
CN1C(=O)C(C(c2ccccc2)c2ccccc2)C(=O)N(C)C1=O,-2,-4
Cc1ccccc1CN1CCCCC1CO (stereo unspecified),-5,0
O=C(NC1CCCCC1)c1ccc(-c2cccs2)nc1,-6,-2
Cc1cccc(C2CCCN2C(=O)C(C)C)c1 (stereo unspecified),8,-6
Cc1ccc(S(=O)(=O)Nc2cc(Cl)c(O)c(Cl)c2Cl)cc1,13,-7
O=C(COc1cccc(C(F)(F)F)c1)Nc1ccc2c(c1)CCC2,-13,-2
Cc1ccc(-n2ncc3c2ncn2nc(COc4ccc(Cl)cc4)nc32)cc1,-7,0
O=C(Nc1ccccc1C(=O)NC1CCCCC1)c1ccc([N+](=O)[O-])cc1,-4,-2
Cc1cccc(C2NCCc3c2[nH]c2ccccc32)c1 (stereo unspecified),12,2
O=c1[nH]c(CSCc2ccccc2)nc2c1C1(CCCC1)Cc1ccccc1-2,2,-7
CC(=O)c1cccc(NC(=O)N(c2ccccc2)c2ccccc2)c1,-4,-6

# The final 5 compounds of the part above are carried over, then new ones follow:
SMILES,mHTT-CaM PPI inh,Pf apPOL inh
Cc1ccc(-n2ncc3c2ncn2nc(COc4ccc(Cl)cc4)nc32)cc1,-7,0
O=C(Nc1ccccc1C(=O)NC1CCCCC1)c1ccc([N+](=O)[O-])cc1,-4,-2
Cc1cccc(C2NCCc3c2[nH]c2ccccc32)c1 (stereo unspecified),12,2
O=c1[nH]c(CSCc2ccccc2)nc2c1C1(CCCC1)Cc1ccccc1-2,2,-7
CC(=O)c1cccc(NC(=O)N(c2ccccc2)c2ccccc2)c1,-4,-6
COc1ccc(-n2nc3c(c2NC(=O)c2ccc(OC)c(OC)c2)CSC3)cc1,13,-5
CCc1cc(C2CCCN2C(=O)Cc2ccc(F)cc2)on1 (stereo unspecified),-5,-4
c1ccc(OCCSc2nnc3nc[nH]n23)cc1,-5,·
O=C(Nc1nc(CC(=O)N2CCN(c3ncccn3)CC2)cs1)C1CCCC1,-10,-15
COc1ccc(CNC(=O)C2(C)CCCN(S(=O)(=O)c3ccc(F)cc3F)C2)cc1 (stereo unspecified),-6,-4
COc1cccc(C2CC(C(F)(F)F)n3ncc(C(=O)N4CCCC4)c3N2)c1 (stereo unspecified),-5,-2
COc1ccc(C(=O)Nc2cccc(Br)c2)cc1OC,4,1
Cc1c(C)c(C)c(CSC(=Nc2cc(Cl)ccc2Cl)N2CCOCC2)c(C)c1C,·,1
COc1ccc(N2C(=O)CC(N3CCN(C(=O)c4ccccc4)CC3)C2=O)cc1 (stereo unspecified),-4,2
Cc1ccc2oc(-c3ccccc3)cc(=O)c2c1,-18,-3
CSc1ccc(-c2noc(-c3nn(-c4cccc(Br)c4)ccc3=O)n2)cc1,9,-5
CC(CC#CCN1CCOCC1)OC(C)(C)C (stereo unspecified),-1,-2
C[C@H]1[C@H](NCc2cccnc2)CC[C@@]23CCCN2C(=O)CCC[C@@H]13,-4,-6
O=C(c1ccc(Cl)c(Cl)c1)N1CCC(=O)N([C@H](COCc2ccc(Cl)cc2)Cc2ccccc2)CC1,100*,1
Cc1ccc(C(=O)NC2CCN(c3ncnc4c3CCC4)C2)s1 (stereo unspecified),5,4
COc1ccc(C(=O)N2CCCC(c3nncn3C(C)C)C2)cc1F (stereo unspecified),-12,3
C=C(C)c1cccc(C(C)(C)NC(=O)N2CCN(c3ccccc3)CC2)c1,2,-5
CC12CC3CC(Br)(C1)CC(C(=O)NC(C)(C)CO)(C3)C2 (stereo unspecified),4,-11
COc1ccc(CCn2c(-c3cccc([N+](=O)[O-])c3)nc(=S)c3c2CCCC3)cc1OC,-2,-4
CCOc1ccccc1N(CC(=O)N1CCCC1)S(C)(=O)=O,-5,2
COc1ccc(-c2cn3ccn(-c4ccc(F)c(F)c4)c(=O)c3n2)cc1OC,-6,12
Cc1ccc(NC(=O)CCS(=O)(=O)c2cccc3nsnc23)cc1Cl,14,-8
CC1CN(c2c3c(c(C#N)c4nc5ccccc5n24)CCC3)CC(C)O1 (stereo unspecified),-4,-7
O=C(Nc1cccc(-c2nnc(-c3ccco3)o2)c1)C1CCCCC1,3,2
Cc1ccc(N2CCC(NC(=O)c3ccc(Cl)s3)C2=O)cc1 (stereo unspecified),-1,-5
O=C(CN1CCOCC1)Nc1ccccc1Sc1nccc(C(F)(F)F)n1,·,0
O=C(NC1CC1)c1ccc(N2CCC(NCc3cc(Br)ccc3O)C2)nc1 (stereo unspecified),21&17,2&-1
C/C=C/COc1nc2c(c(=O)n(C)c(=O)n2C)n1Cc1ccccc1F,-6,-6
Cc1ccsc1C(=O)Nc1cnc(-c2cccc(Cl)c2)nc1,-9,0
O=C(COc1ccc([N+](=O)[O-])cc1)Nc1ccc(S(=O)(=O)N2CCCCCC2)cc1,0,0

# Six compounds drawn at random from those above:
SMILES,mHTT-CaM PPI inh,Pf apPOL inh
O=C(COc1ccccc1N1C(=O)C2CCCCC2C1=O)c1ccc(Cl)cc1 (stereo unspecified),8,-5
COc1ccc(C(=O)N2CCCC(c3nncn3C(C)C)C2)cc1F (stereo unspecified),-12,3
O=C(c1ccccc1N1C(=O)c2cccc3cccc(c23)C1=O)N1CCOCC1,-14,0
CC12CC3CC(Br)(C1)CC(C(=O)NC(C)(C)CO)(C3)C2 (stereo unspecified),4,-11
c1ccc(OCCSc2nnc3nc[nH]n23)cc1,-5,·
COc1cccc(C2CC(C(F)(F)F)n3ncc(C(=O)N4CCCC4)c3N2)c1 (stereo unspecified),-5,-2

# Further structures.
SMILES,mHTT-CaM PPI inh,Pf apPOL inh
O=C(CCS(=O)(=O)Cc1cccc(Cl)c1)NC1CCCCC1,-7,-13
Cc1ccc(OCC(=O)N(C)CC23CCCC2N(C)C(=O)CC3)cc1 (stereo unspecified),-4,-1
Cc1ccc(-n2nc(C)c3c2OC(N)=C(C#N)C3c2c(F)cccc2Cl)cc1 (stereo unspecified),10,0
Cc1ccc(N2CCN(C3C4CC5CC(C4)CC3C5)CC2)cc1 (stereo unspecified),8,-4
O=C(NCCCc1ccccc1)NCC(O)C1CCCCC1 (stereo unspecified),-7,-8
COCC(=O)Nc1ccccc1-c1nc2ccccc2[nH]1,-1,-2
Cc1ccc(-c2nc(S(=O)(=O)c3ccccc3)c(NCc3ccco3)o2)cc1,-5,-2
N#CCc1ccc(NC(=O)COc2cc(Cl)c(Cl)cc2Cl)cc1,6,-2
COc1cccc(-c2cn3c4c(=O)n(C)c(=O)n(C)c4nc3n2-c2ccccc2)c1,-1,-6
CC12CC(NC(=O)N1c1ccc(C(=O)NCc3cccnc3)cc1)c1ccccc1O2 (stereo unspecified),-2,-1
Cc1cc(C)cc(C(=O)NC2CCN(c3ccccc3)C2=O)c1 (stereo unspecified),-3,-5
Nc1nn2c(=O)c3ccccc3nc2s1,0,27
O=C(NC(=O)c1csc(-c2ccc(C(F)(F)F)cc2Cl)n1)Nc1cccc(C(F)(F)F)c1,·,-23
Cc1ccc(C(=O)N2CCc3sc(C(=O)NCc4cc(F)ccc4F)cc3C2)cc1,3,-4
CC(C)c1cc(C2CCCN2C(=O)Cc2ccc(F)cc2)on1 (stereo unspecified),-4,-4

# A few values from the entries so far:
# Pf apPOL inh, Cc1ccc(-c2nc(S(=O)(=O)c3ccccc3)c(NCc3ccco3)o2)cc1 → -2
# Pf apPOL inh, COCC(=O)Nc1ccccc1-c1nc2ccccc2[nH]1 → -2
# Pf apPOL inh, COc1cccc(-c2cn3c4c(=O)n(C)c(=O)n(C)c4nc3n2-c2ccccc2)c1 → -6
# Pf apPOL inh, O=C(CCS(=O)(=O)Cc1cccc(Cl)c1)NC1CCCCC1 → -13

# Other entries.
SMILES,mHTT-CaM PPI inh,Pf apPOL inh
CCN(CC)c1ccc(NC(=O)CSc2nc3nc(C)cc(C)c3c(=O)[nH]2)cc1,31,3
CCOc1ccc(C(=O)Nc2ccccc2C(F)(F)F)cc1Cl,-1,-1
Cc1noc(COC2CCN(C(=O)c3ccccc3F)CC2)n1,-7,-4
Cc1ccccc1CN1C(=O)CCC1(C)C(=O)NCCC(C)C (stereo unspecified),5,0
COc1ccccc1-n1c(=O)c2c3c(sc2n2cnnc12)CCC3,3,-2
COc1ccc(NC(=O)C(C(C)C)N2C(=O)c3ccccc3C2=O)c(OC)c1 (stereo unspecified),12&15,-3&-10
Cc1cccc(NS(=O)(=O)c2cc(C(=O)O)c(Cl)cc2Cl)c1,1,-16
Cc1cc(C2CCCN2Cc2cccc(Br)c2)on1 (stereo unspecified),-8,4
O=C1C(c2ccc(F)cc2)N(CCc2ccc(Cl)cc2)C(=O)CN1C1CCCCC1 (stereo unspecified),6,-7
COc1ccc(CN2CCC(N3CCCCCC3)CC2)cc1,-4,-4
Cc1nc(N2CCOCC2)c2c(C)c(C(=O)Nc3ccccc3Cl)sc2n1,3,-6
CS(=O)(=O)N(CC(=O)Nc1ccc(C(N)=O)cc1)c1ccccc1F,4,0
O=C(CC1Sc2ccccc2NC1=O)Nc1cccc([N+](=O)[O-])c1 (stereo unspecified),11,-4
COc1cc(CN2CCC(O)CC2)ccc1OCc1ccccc1,-6,1
COc1ccc(CCNC(=O)CSc2nc3ccccc3[nH]2)cc1,-12,-13

# Another view of two compounds above.
mol | mHTT-CaM PPI inh | Pf apPOL inh
COc1ccc(NC(=O)C(C(C)C)N2C(=O)c3ccccc3C2=O)c(OC)c1 (stereo unspecified) | 12&15 | -3&-10
Cc1cccc(NS(=O)(=O)c2cc(C(=O)O)c(Cl)cc2Cl)c1 | 1 | -16

# Further structures follow:
SMILES,mHTT-CaM PPI inh,Pf apPOL inh
COc1ccc(CN2CCN(Cc3ccccc3)CC2)c(OC)c1OC,-4,-4
O=C1NC(=S)SC1=Cc1ccc(Sc2ccc(Cl)cc2)c([N+](=O)[O-])c1,·,69*
NC(=S)c1ccc(-c2ccon2)s1,·,-6
CC(=O)NC(=O)c1cc2cc(Cl)ccc2oc1=Nc1cccc(F)c1,7,-3
COc1nccnc1N1CCC(NC(=O)c2ccc(C#N)cc2)C1 (stereo unspecified),-2,-2
Cc1ccc(-c2cc(-c3ccccc3)nc(SCC(=O)Nc3ncccn3)c2C#N)cc1,20,-4
O=C(CSc1cccc2cccnc12)Nc1ccccc1,0,-1
Cc1ccc(C(=O)N2CCC(C(=O)NCCc3csc(-c4ccccc4)n3)CC2)cc1C,40,-5
O=C(NC1C2CC3CC(C2)CC1C3)c1cccs1 (stereo unspecified),-6,-2
CC(C)C1C(=O)N(Cc2cn(Cc3ccco3)nn2)CCS(=O)(=O)N1Cc1ccc(-c2ccc(Cl)c(Cl)c2)cc1 (stereo unspecified),83*,-10
COc1ccccc1NC(=O)Nc1ccc(Cl)cc1,-20,-5
